# F508del corr – correctors of CFTR F508del function in bronchial epithelial cells; activity (quench increase), % at 7.58 µM; CFBE cells, YFP halide quenching; stimulated with forskolin plus potentiator P3; % fluorescence drop versus neutral controls; AID 720511; 0.36% of 350,000 active;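 active = mean added fluorescence quench of at least 8% versus neutral control, with both replicates also reaching 8%; inconclusive = only one of the mean or replicate conditions met; inactive = mean below 8% and not both replicates reaching 8%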;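 note: cells transiently co-express mutant CFTR-F508del with the halide-sensitive YFP; corrector assay measuring rescue of mutant channel to the surface after 24 h compound exposure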
# FN deposit inh – fibronectin deposition inhibition. AH1F fibroblasts, Alexa488-fibronectin deposition fluorescence, overnight. inhibition, % at 12.6 µM. 0.086% of 350,000 active;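 active = mean inhibition across replicates of 30% or more, regardless of how many single replicates reach that level; inconclusive = mean under 30% yet at least half of replicates reach 30%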;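 note: positive control wells lacked labelled fibronectin entirely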
#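 Material: AH1F fibroblast monolayer depositing Alexa488-labelled fibronectin into matrix / Amount: 10000 AH1F cells per well / Signal: fluorescence 485/525 nm / Medium: DMEM, 2% serum / Compound: single dose, pinned / Incubation: 1 h cell adhesion before compound, then overnight fibronectin incubation / Reagent: Alexa488-FN, 24 nM final / Read-out: inhibition of fibronectin deposition signal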
# GSIS activator – primary screen for activators of insulin secretion dependent on glucose, INS-1E cells, GLuc reporter luminescence; activation, % at 16.6 µM; AID 743287; 0.61% of 370,000 active; INS-1E GLuc reporter insulin secretion, 2-3 h;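 active = lowest replicate activation of at least 40%, so every replicate reaches that level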;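 note: 0% = median of neutral control wells and 100% = median of IBMX positive control wells; some compounds called inactive have numbers as strong as hits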
# miR-122 sensor – miR-122 inhibition in Huh7 cells; AID 602342; 0.3% of 340,000 active; activation (reporter increase), % at 12.5 µM; Huh7 miR-122 Renilla luciferase sensor, 48 h; neutral wells = 0, positive control = 100;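 active = mean replicate activation score at least 90 and every replicate individually at or above 90; inconclusive = only one of the two criteria met; inactive = neither criterion met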;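 note: higher luciferase means less miR-122 activity so hits act as miR-122 inhibitors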
# DENV2 CPE rescue – DENV2-induced cell death inhibition | CPE inhibition, % at 9.99 µM | 1.7% of 350,000 active | DENV2-infected cells, cytopathic effect rescue, plate reader | AID 651640; in the data active = CPE inhibition above about 20%, passing the limit was not always enough; inconclusive = no clear call, values can overlap the other calls; tested in BHK-21 cells;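 note: 0% = median of neutral control wells and 100% = median of positive control wells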
# EWS-Fli inh – blocks EWS/Fli oncoprotein-driven transcription. A673 NR0B1-luciferase reporter, viability-normalised. 0.67% of 350,000 active. AID 651661. inhibition, % at 12.6 µM;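 active = mean inhibition of at least 50% after viability correction, with every replicate also passing that limit; inconclusive = mean reaches 50% but only one of two replicates passes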;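 note: firefly luciferase signal divided by Alamar Blue viability fluorescence both relative to DMSO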
# PAX8 reporter – inhibitors of PAX8 transcriptional activity in RMG-I cells; RMG-I TPO-luciferase reporter, SteadyGlo, 24 h; AID 652154; inhibition, % at 12.6 µM; 1.2% of 360,000 active;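 active = mean replicate inhibition at least 60% with every replicate also reaching 60%; inconclusive = only one of the two criteria is met; inactive = mean below 60% and not all replicates reaching 60%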;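 note: luciferase light reporting Pax8 driven TPO promoter activity; plate controls were median of neutral control wells for no effect and mitoxantrone controls for full effect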
# The depositor's hits bear a star; ? = inconclusive; nt = no result given; & = joins results of further samples; [ ] = another dose, or the depositor's remark.
SMILES,F508del corr,FN deposit inh,GSIS activator,miR-122 sensor,DENV2 CPE rescue,EWS-Fli inh,PAX8 reporter
CO[C@H](CN(C)C(=O)c1cnccn1)[C@@H](C)CN([C@@H](C)CO)S(=O)(=O)c1ccc(F)cc1,-0.3,-2.6,-1.3,nt,-3.8,-2.2,nt
C[C@@H]1CN([C@H](C)CO)S(=O)(=O)c2ccc(-c3ccccc3F)cc2O[C@H]1CN(C)Cc1cncnc1,-2.7,nt,-24.2,28.3[16.7 µM],-0.6,1.3,nt
Cc1ccccc1N=C1NC(=O)C(CO)(CO)S1,-1.9,-2.0,-4.2,-2.2,1.9,10.1,6.1
CCOC(=O)c1ccc(NC(=O)c2ccccc2C)cc1,nt,-9.0,-4.9,-3.1,nt,nt,-125.0
Nc1c(/C=C2/C=CC(=O)C(O)=C2)c(=O)nc2sc(CC(=O)N3CCCCC3)nn12,-3.0,-6.8,4.0,-1.6,3.3,nt,0.1
CC(=O)Nc1cccc(NC(=O)CCNC(=O)c2ccccc2)c1,-0.1,3.2,1.8,4.5,?,4.2,-4.4
COc1ccccc1-c1ccc([C@@H]2[C@H](C#N)N[C@@H]2CO)cc1,0.7,1.5,11.5,nt,1.4,1.0,1.2
CN1C(=O)NC(c2ccc(C(F)(F)F)cc2)C2=C1CC(C)(C)CC2=O (stereo not drawn),2.4,4.5,-1.1,6.3,1.2,-9.5,9.0
Cc1ccc(S(=O)(=O)N2CCN(C)CC2c2ccccc2)cc1 (stereo not drawn),3.5,2.3,0.8,-11.0,?,-5.3,4.8
CCSc1nnc(NC(=O)c2c(C)noc2C)s1,0.5,nt,-3.5,-1.0,0.8,-5.2,-19.3
N#Cc1ccccc1NC(=O)COC(=O)/C=C/c1cn(-c2ccccc2)nc1-c1ccc(Cl)cc1,-0.4,-1.5,8.9,-0.2,-1.1,9.3,-1.8
CCC(=O)N(C)CCc1cc2c(c(OC)c1/C=N/NC(=O)c1ccccc1O)OCO2,nt,-4.5,3.7,-27.5,nt,nt,2.1
COc1ccc(CN2CCCC(N3CCN(c4ccc(OC)cc4)CC3)C2)cc1 (stereo not drawn),0.2,-1.4,-4.8,1.0,13.8,3.6,-2.8
O=C(Nc1cccc(C(F)(F)F)c1)C1Cc2c(-c3cccc(F)c3)ccnc2O1 (stereo not drawn),3.2,8.5,nt,-6.4,15.8,13.5,22.9
O=C(CNC(=S)N(Cc1ccccc1F)C1CCCCC1)NCCCN1CCOCC1,1.1,2.1,-5.1,nt,nt,-4.0,-4.2
Brc1ccc2nc(-c3ccc(CN4CCC5(CC4)CNc4ccccc45)cc3)c(-c3ccccc3)nc2c1,4.2,-14.8,25.8,nt,16.4,7.2,7.7
COc1cc2c3c(c1)/C(=C1/SC(=S)NC1=O)C(=O)N3C(C)(C)C=C2C,nt,-1.1,nt,-1.4,3.8,11.7,4.5
CO/N=C/CC(=O)c1ccc(-c2ccccc2)cc1,-7.7,-5.2,-1.2,nt,-0.4,-15.1,-3.8
C[C@H]1CCCCO[C@H](CN(C)C(=O)NC2CCCCC2)[C@@H](C)CN([C@@H](C)CO)C(=O)c2cc(NC(=O)NC3CCCCC3)ccc2O1,1.6,1.4,-6.5,-11.6[16.7 µM],-12.7,8.4,66.4*
CC(NC(=O)C(C)N1CCN(Cc2ccccc2)CC1)c1ccc(F)cc1 (stereo not drawn),1.1,1.5,-5.0,nt,-5.9,3.0,8.0
CN(C)S(=O)(=O)Oc1cccc(C(=O)Nc2ccccc2Cl)c1,nt,1.4,nt,1.8,nt,nt,-161.3
CCCCn1c(N)c(N(Cc2ccccc2OC)C(=O)CSCC(=O)Nc2cccc(C)c2)c(=O)[nH]c1=O,-1.1,0.8,-6.1,3.2,-3.9,5.4,-6.8
COC(=O)[C@]1(C)CCC[C@@]2(C)C3CC[C@@]4(C)C[C@]3(CCC21)CC(=O)N4C (stereo partly drawn),-1.2,-1.7,nt,-0.7,-2.4,-0.2,3.1
CCC(Cc1ccccc1)NC(=O)C1CCN(S(=O)(=O)c2ccc3c(c2)CC(C)N3C(C)=O)CC1 (stereo not drawn),-1.0,-2.1,-32.0,-7.2,-0.5,22.0,16.6
COCCn1c(C)cc(C(=O)COC(=O)c2[nH]c(C)c(C(C)=O)c2C)c1C,2.0,4.9,12.9,-4.2,3.3,1.8,15.0
CCCN1[C@H](C(=O)NCC)[C@@H](CO)[C@@H]2Cn3c(ccc(/C=C/c4ccccc4)c3=O)[C@@H]21,1.8,nt,6.4,2.1[16.7 µM],-9.0,9.7,38.8
Cc1cc(C)n(C(=O)c2ccc(Cn3nc(C)c(Br)c3C)o2)n1,nt,1.8,nt,-12.7,nt,nt,14.0
Nc1ccc2nc(SCC(=O)Nc3ccc(N4CCOCC4)c(Cl)c3)sc2c1,nt,8.3,-27.8,nt,nt,nt,12.5
COc1ccc(S(=O)(=O)Nc2cccc3c2O[C@@H](CN(C)S(C)(=O)=O)[C@@H](C)CN([C@@H](C)CO)C3=O)cc1,1.3,nt,2.5,8.0[16.7 µM],120.1*,4.0,nt
CC(=O)c1ccc2c(c1)C1C=CCC1C(c1cc3c(cc1Br)OCO3)N2 (stereo not drawn),1.5,6.5,-5.7,nt,-6.2,42.5,43.9
COC(=O)c1cnc(NNC(=O)c2ccc([N+](=O)[O-])cc2)nc1C(F)(F)F,1.6,13.5,-9.8,nt,-3.0,3.5,2.5
CS(=O)(=O)N1CCN(C(=S)NCc2ccc(F)cc2)CC1,nt,nt,4.9,nt,nt,9.1,22.0
CCCN(C(=O)/C=C/c1nc2ccccc2s1)C1CCS(=O)(=O)C1 (stereo not drawn),-5.8,4.6,20.0,-3.6,2.1,-4.2,9.7
COc1nc(-c2ccc(Cl)cc2)ccc1-c1noc(-c2ccco2)n1,nt,0.0,66.3*,-6.4,nt,nt,-20.6
CCOC(=O)c1c(-c2ccccc2)csc1NC(=O)c1ccc(N2C(=O)CCC2=O)cc1,0.0,nt,13.6,3.1,3.4,-3.6,nt
COc1ccc(CNc2nc3ccccc3n2CCN2CCOCC2)cc1,nt,-10.4,nt,3.7,nt,nt,-0.2
CC1CC1C(=O)OCC(=O)NC(=O)NCc1ccco1 (stereo not drawn),nt,-5.2,nt,-8.6,nt,nt,-2.8
COc1ccccc1N=Nc1c(C)[nH]n(-c2ccccc2)c1=O,2.7,-2.9,0.2,-1.1,-1.9,-3.7,15.9
N#C[C@@H]1[C@H](c2ccc(C#Cc3ccccc3F)cc2)[C@H](CO)N1C(=O)c1cccnc1,-2.3,2.7,3.2,nt,-6.1,-21.5,-8.3
C[C@@H]1CN([C@@H](C)CO)C(=O)Cc2cc(NC(=O)CCCCCC(=O)Nc3ccccc3N)ccc2O[C@H]1CN(C)S(=O)(=O)c1cn(C)cn1,-1.6,1.7,-2.0,-1.5[16.7 µM],0.2,-1.3,nt
Cc1ccccc1S(=O)(=O)Cc1ccc(C(=O)NCCCN2CCC(C)CC2)o1,-0.5,-2.2,17.5,nt,6.8,nt,5.5
Cc1ccc(NC(=O)c2ccc(Cl)cc2Cl)cc1O,0.1,6.3,-10.4,nt,2.0,-85.7,-85.1
COCC1CCCN(Cc2cn(Cc3ccccc3)nc2-c2cc3ccccc3o2)C1 (stereo not drawn),5.5,15.6,-38.8,8.9,-1.0,5.5,17.9
CCCn1cc(SCC(=O)NCC2CCCO2)c2ccccc21 (stereo not drawn),2.4,1.7,7.0,nt,13.4,-23.6,-15.4
Brc1ccc(-c2nc(-c3cccnc3)no2)o1,nt,-0.3,nt,0.1,nt,nt,-115.7
CCOc1ccc(C(=O)CC(=O)C(=O)NCCc2ccc(OC)c(OC)c2)cc1,0.1,-3.2,4.7,9.2,0.5,4.7,52.3
CN1CCCCN2[C@H](C1)[C@@H](c1ccc(-c3cccnc3)cc1)[C@@H]2CO,1.1,nt,-3.3,9.0[16.7 µM],?,-7.1,9.3
C=CCN1C(=O)C2(OCCCO2)c2c(C)ccc(C)c21,-1.5,1.2,3.9,nt,12.4,8.6,8.2

# Part of the list above with just F508del corr:
smiles | F508del corr
CCCn1cc(SCC(=O)NCC2CCCO2)c2ccccc21 (stereo not drawn) | 2.4
O=C(Nc1cccc(C(F)(F)F)c1)C1Cc2c(-c3cccc(F)c3)ccnc2O1 (stereo not drawn) | 3.2

# (list continues)
SMILES,F508del corr,FN deposit inh,GSIS activator,miR-122 sensor,DENV2 CPE rescue,EWS-Fli inh,PAX8 reporter
O=C1Cc2ccccc2C(c2ccccc2)N1 (stereo not drawn),nt,-5.8,39.7,-5.8,nt,nt,nt
Cc1ccc2c(c1)c1c(n2C)C(C(N)=O)CCC1 (stereo not drawn),nt,1.7,nt,-1.6,nt,nt,14.3
O=[N+]([O-])c1ccc(N2CCOCC2)cc1O,-2.5,-7.0,-3.6,-6.7,7.4,11.8,-6.7
COCC(=O)N[C@H]1CC[C@@H](CC(=O)NCc2ccccc2OC)O[C@H]1CO,-1.7,2.6,-2.7,nt,-5.5,-4.4,-1.4
CO[C@@H]1CN(C)C(=O)c2ccc(NC(=O)c3cccc(F)c3)cc2OC[C@@H](C)N(CC2CC2)C[C@H]1C,0.8,5.4,-14.1,nt,-5.7,-7.7,nt
O=C(CSc1ccccc1)N1CCCC(N2CCN(c3cccc(Cl)c3)CC2)C1 (stereo not drawn),-2.6,-5.1,-39.0,8.3,-5.7,-9.7,13.1
COc1ccccc1CN1C[C@H](C)[C@H](OC)CN(C)C(=O)c2ccc(NC(C)=O)cc2OC[C@H]1C,1.1,0.8,-5.6,9.4[16.7 µM],43.3*,1.1,1.7
CCOC(=O)c1ccc(NC(=S)Nc2cccc(N)n2)cc1,-0.8,-7.0,-9.9,-1.7,5.1,-30.1,-39.1
CC(C)c1cccc(C2=CC(=O)C[C@H](c3ccc(F)cc3)C2)c1,0.3,11.2,0.5,-10.9,-6.5,2.5,-22.2
CCS(=O)(=O)N1CCC(NC(=O)C(Cc2cccc(OC)c2OC)NC(C)=O)CC1 (stereo not drawn),-2.2,-9.4,5.1,nt,-2.3,-3.0,-12.2
CSc1nc2nc(Cl)c(Cl)nc2[nH]1,-2.2,1.0,-53.1,-3.8,4.0,-0.4,-3.5
CCN1[C@@H]2c3ccc(C4=CCCCC4)c(=O)n3C[C@@H]2[C@@H](CO)[C@@H]1C(=O)NC1Cc2ccccc2C1,4.1,nt,-0.9,-1.3[16.7 µM],-2.8,0.2,nt
C[C@@H]1CN([C@H](C)CO)C(=O)c2cc(NC(=O)Nc3ccc(C(F)(F)F)cc3)ccc2O[C@H]1CN(C)S(=O)(=O)c1ccccc1,-5.5,-9.3,-26.4&-8.7,-1.5,33.1*,4.7,26.3
OC[C@H]1[C@H]2c3ccccc3NC[C@H]2N1Cc1ccccc1Cl,-0.1,3.0,-5.3,-28.6[16.7 µM],15.8,10.1,25.5
COCCn1c(C)cc(C(=O)COC(=O)c2ccccc2Br)c1C,2.9,nt,-2.5,-3.4,-0.7,-12.9,59.8
C[C@@H]1CN([C@@H](C)CO)S(=O)(=O)c2ccc(-c3ccc(F)cc3)cc2O[C@@H]1CN(C)C(=O)C1CCC1,-1.3,nt,-18.9,11.3[16.7 µM],nt,3.9,nt
C[C@@H]1CCCCO[C@@H](CN(C)C(=O)C2CCCCC2)[C@@H](C)CN([C@@H](C)CO)C(=O)c2cc(NC(=O)c3ccncc3)ccc2O1,-1.9,nt,12.7,2.0[16.7 µM],-11.6,-2.6,-3.5

# Screening data deposited in PubChem BioAssay by Broad Institute.
